Screening data: PubChem BioAssay, Sanford-Burnham Center for Chemical Genomics
mIAP act: mouse IAP activation; AID 2805; muIAP, CDP-Star luminescence, 30 min; stronger effect = higher value; 1 = vehicle-only enzyme signal, 0 = enzyme-free wells; hit rate 0.24% among 330,000; activation factor at 10 µM;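 active = activation factor of at least 2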; note: the source names both 10 and 20 µM as test concentration; values of inactives mirror those of a sister screen read the other way
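System: mouse IAP enzyme. Reagent: CDP-Star chemiluminescent phosphatase substrate. Benchmarks: DMSO wells, no-enzyme wells. Times: 30 min enzyme-substrate-compound incubation at room temperature. Detection: luminescence from enzymatic CDP-Star hydrolysis. Doses: test compounds delivered from DMSO solution.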
hIAP inh: human IAP inhibition | P09923 | purified IAP, CDP-Star luminescence, 30 min | hit rate 0.12% among 330,000 | inhibition, % at 10 µM;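 active = inhibition reaching a set limit with compound at 10 µM in the primary screen, cut at about 35% in these data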;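 note: plate controls were DMSO wells with enzyme for no effect and no-enzyme buffer wells for full effect; values of inactives mirror those of a sister screen read the other way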
beta cell repl: MIN6 beta-cell proliferation induction; MIN6 cells proliferation, ATPlite luminescence, 48 h; cells starved in 0.2% serum; 100% = growth in 10% serum; proliferation, % at 10 µM; hit rate 0.29% among 330,000;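 active = compounds whose signal lies at least 3.5 SD above the mean of all wells on their plate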;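 note: 0% = DMSO-treated cells in low-serum medium and 100% = 10% serum control; some compounds called inactive have numbers as strong as hits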
hIAP act: increases human intestinal alkaline phosphatase activity; P09923; purified human IAP, CDP-Star luminescence, 30 min; stronger effect = higher value; 1 = vehicle-only enzyme, 0 = enzyme-free background; hit rate 0.16% among 330,000; activation factor at 10 µM; AID 2524;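 active = activation factor of the enzyme at least 2-fold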; note: the source names both 10 and 20 µM as test concentration; values of inactives mirror those of a sister screen read the other way
APOBEC3A inh: human APOBEC3A DNA deaminase inhibition; P31941; recombinant A3A, FAM/TAMRA ssDNA deamination fluorescence; inhibition, % at 20 µM; hit rate 0.41% among 330,000; AID 493011;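 active = at least 40% inhibition at 20 µM here, with at most 30% in a related deaminase screen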;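 note: plate controls were A3A with DMSO for no effect and wells lacking A3A enzyme for full effect; some results filed as inactive read as strong as hits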
NLRP3 yeast inh: inhibitors of NALP3 inflammasome in yeast; AID 2825; inhibition, % at 10 µM; Yeast reconstituted NLRP3/ASC/caspase-1, beta-gal luminescence, 24 h; hit rate 0.39% among 330,000;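 active = inhibition of 50% or more; inactive = inhibition below 50%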;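 note: plate controls were induced DMSO wells for no effect and uninduced yeast grown without galactose for full effect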
mIAP inh: blocks mouse intestinal alkaline phosphatase | purified mouse IAP, CDP-Star luminescence, 30 min | inhibition, % at 10 µM | hit rate 0.2% among 330,000 | AID 2806;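 active = inhibition of at least 40% at 10 µM in the primary screen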;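 note: plate controls were DMSO with enzyme for no effect and no enzyme wells for full effect; values of inactives mirror those of a sister screen read the other way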
APOBEC3G inh: inhibitors of human APOBEC3G DNA deaminase | AID 493012 | Q9HC16 | hit rate 0.28% among 330,000 | inhibition, % at 20 µM | recombinant A3G, ssDNA deamination FAM/TAMRA fluorescence;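 active = inhibition of at least 40% at 20 µM, with no more than 30% in the related APOBEC3A deaminase screen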;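 note: plate controls were DMSO wells with A3G for no effect and wells lacking A3G enzyme for full effect; some compounds called inactive have numbers as strong as hits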
Target sequence (Q9HC16 whole entry, looked up): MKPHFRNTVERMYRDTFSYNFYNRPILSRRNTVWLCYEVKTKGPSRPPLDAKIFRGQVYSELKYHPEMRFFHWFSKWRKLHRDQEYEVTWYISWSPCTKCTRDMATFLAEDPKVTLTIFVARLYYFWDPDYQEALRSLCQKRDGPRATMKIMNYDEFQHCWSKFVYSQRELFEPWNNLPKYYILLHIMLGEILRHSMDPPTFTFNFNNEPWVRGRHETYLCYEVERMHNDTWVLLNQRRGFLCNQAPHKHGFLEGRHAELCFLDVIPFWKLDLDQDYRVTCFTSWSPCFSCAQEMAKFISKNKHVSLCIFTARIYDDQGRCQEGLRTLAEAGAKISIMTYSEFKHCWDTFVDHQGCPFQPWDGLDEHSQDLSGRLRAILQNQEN
SENP1 FRET inh: inhibitors of human SENP1 SUMO protease catalytic domain; Q9P0U3; recombinant SENP1 catalytic domain, CyPet-SUMO1-YPet FRET cleavage; inhibition, % at 10 µM; hit rate 0.21% among 360,000;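 active = inhibition at least 30% at 10 µM, raw YFP signal under a set limit, fluorescence ratio 0.5 to 1.5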;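 note: 0% = enzyme with DMSO and 100% = no enzyme wells; some results filed as inactive read as strong as hits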
Target sequence (Q9P0U3 419-644 limits assumed): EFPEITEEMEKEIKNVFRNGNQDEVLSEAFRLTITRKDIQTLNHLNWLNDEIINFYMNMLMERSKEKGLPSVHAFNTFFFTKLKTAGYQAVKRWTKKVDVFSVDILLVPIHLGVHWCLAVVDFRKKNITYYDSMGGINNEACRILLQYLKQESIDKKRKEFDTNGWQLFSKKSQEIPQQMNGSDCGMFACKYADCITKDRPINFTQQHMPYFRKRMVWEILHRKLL
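Material – human SENP1 catalytic domain · Input – SENP1 enzyme, 20 pM final · Compound dosing – single concentration of 10 µM compound, 0.5% DMSO final · Timing – enzyme reaction for 50 min at room temperature, dark · Measured by – FRET fluorescence in CFP and YFP emission channels · Control set – no-enzyme wells low, DMSO-plus-enzyme wells high control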
Active calls of the source: *.

SMILES	mIAP act	hIAP inh	beta cell repl	hIAP act	APOBEC3A inh	NLRP3 yeast inh	mIAP inh	APOBEC3G inh	SENP1 FRET inh
O=C(NCCC1CCCCN1S(=O)(=O)c1ccccc1)C(=O)NCc1ccc(F)cc1 (stereo not given)	1.1	6	7	0.94	1	15	-6	7	1
O=c1oc2ccccc2cc1-c1nnc(-c2cccc(Br)c2)o1	0.98	-41	-2	1.4	-1	4	2	-7	-2
Cc1nn(-c2ccccc2)c(Cl)c1/C=N/NC(=O)c1cccc(S(=O)(=O)N2CCCC2)c1	0.96	0	-3	1	2	7	3	-3	1
COc1ccc2c(c1)sc1nc(=O)ccn12	1.1	-16	0	1.2	-4	19	-11	-7	-2
COc1ccc(Br)cc1CNC(=O)C1CCN(c2nnc(N3CCCC3=O)s2)CC1	1	-15	2	1.1	-1	10	0	0	2
C=CCN(C(=O)COc1ccccc1)c1nnc(-c2ccncc2)s1	1	-9	-1	1.1	-4	26	0	-5	-1
CCOC(=O)C(=CNc1cc(C)ccc1[N+](=O)[O-])C(=O)OCC	1	-6	1	1.1	-3	20	-1	-8	0
COc1ccccc1NC(=O)c1cc(Cl)ccc1NC(=O)c1ccco1	0.95	1	3	0.99	-3	8	5	-3	0
CC(C)CN(CCCNC(=O)CN1C(=O)CSc2ccc(S(=O)(=O)N3CCOCC3)cc21)CC(C)C	1	-10	-3	1.1	3	8	-3	-4	2
O=C(O)c1ccccc1NC(=O)C1CCCO1 (stereo not given)	1	0	-2	1	1	1	-4	-5	1
COc1cccc(C2C3CN(C)CC=C3C(C#N)=C(N)C2(C#N)C#N)c1OC (stereo not given)	0.98	12	-1	0.88	5	6	2	0	-23
CC1CCCCN1C(=O)c1c(Cl)cnn1C (stereo not given)	0.91	-18	0	1.2	0	20	9	-2	0

In the list so far, 4 have an aryl methoxy group.
SMILES	mIAP act	hIAP inh	beta cell repl	hIAP act	APOBEC3A inh	NLRP3 yeast inh	mIAP inh	APOBEC3G inh	SENP1 FRET inh
COc1ccc2c(c1)sc1nc(=O)ccn12	1.1	-16	0	1.2	-4	19	-11	-7	-2
COc1ccc(Br)cc1CNC(=O)C1CCN(c2nnc(N3CCCC3=O)s2)CC1	1	-15	2	1.1	-1	10	0	0	2
COc1ccccc1NC(=O)c1cc(Cl)ccc1NC(=O)c1ccco1	0.95	1	3	0.99	-3	8	5	-3	0
COc1cccc(C2C3CN(C)CC=C3C(C#N)=C(N)C2(C#N)C#N)c1OC (stereo not given)	0.98	12	-1	0.88	5	6	2	0	-23

The listing continues:
SMILES	mIAP act	hIAP inh	beta cell repl	hIAP act	APOBEC3A inh	NLRP3 yeast inh	mIAP inh	APOBEC3G inh	SENP1 FRET inh
CCC(C)(C)NC(=O)C1CCCN1C(=O)NC1CCCCC1 (stereo not given)	0.93	-1	-2	1	0	7	7	-4	-1
CCn1nnnc1SCC(=O)Nc1cccc(C)n1	1.1	7	-4	0.93	-1	-4	-10	-6	1
CCOc1ccc(CC(=O)Nc2c(C(=O)Nc3ccccc3)oc3ccccc23)cc1OCC	1	-2	0	1	-6	7	-2	-9	-1
COc1cc(OC)c(/C=N/NC(=O)c2ccncc2)cc1Br	1	-14	-2	1.1	1	0	-4	-4	3
CC1(C)Cc2[nH]c(=S)c(C#N)cc2CO1	1.1	14	-3	0.86	-2	20	-13	4	-3
Cc1ccc(S(=O)(=O)NC(=NC(C)C(=O)O)c2ccccc2)cc1 (stereo not given)	0.95	-5	-1	1	-2	3	5	-2	1
COc1cc2c(cc1Cl)C(=O)C(F)(c1ccccc1)C(=O)N2 (stereo not given)	0.83	19	-2	0.81	0	11	17	1	-2
Cc1oc2cc(O)ccc2c(=O)c1-c1cnn(-c2ccccc2)c1	0.87	-5	-2	1	-4	23	13	-5	-2
Cc1ccc2c(c1C)NC(C)CC2C (stereo not given)	0.9	3	-2	0.97	-2	4	10	-3	-1
O=C1CC(c2nc3ccccc3[nH]2)CN1Cc1ccccc1 (stereo not given)	1.1	8	-1	0.92	1	13	-6	-5	1
CCn1c(SCC(=O)c2ccc(O)c(O)c2)nnc1-c1ccc(C)cc1	0.74	25	-1	0.75	2	5	26	-4	0
CCOC(=O)C1CCN(C(=O)CN(c2ccc3c(c2)OCCO3)S(C)(=O)=O)CC1	1.1	-2	1	1	0	-1	-6	-7	3
O=C(COC(=O)c1ccc(Cl)c(S(=O)(=O)N2CCOCC2)c1)NCc1ccco1	0.94	-13	-4	1.1	-2	13	6	-7	-1
NS(=O)(=O)c1ccc(CCNC(=O)c2ccc(Br)s2)cc1	0.94	6	-1	0.94	-1	20	6	-4	0
Cc1ccc2oc(C(=O)Nc3ccc(S(=O)(=O)Nc4ncccn4)cc3)c(C)c2c1	1.1	-15	3	1.2	3	-2	-8	13	1
CC1CCCN(C(=O)c2cc3ccccc3cc2O)C1 (stereo not given)	0.98	2	-4	0.98	1	-2	2	0	1
CC(=O)Nc1cccc(C(=O)OCC(=O)Nc2ccc(Cl)cn2)c1	0.98	-8	1	1.1	-1	3	2	-7	0
Cn1c(=O)c2ccccc2n(CC(=O)NC2CCCCC2)c1=O	0.98	17	2	0.83	-3	-7	2	-3	2
Clc1ccccc1C(c1nnnn1Cc1ccco1)N1CCN(Cc2ccco2)CC1 (stereo not given)	1	12	3	0.88	-2	13	-4	-4	-4
O=[N+]([O-])c1cc(C(F)(F)F)ccc1NC1CCN(Cc2ccccc2)C1 (stereo not given)	0.85	18	-4	0.82	0	31	14	-6	-5
CCOc1ccc(NS(=O)(=O)c2ccc3[nH]cc(C(=O)NCCOC)c(=O)c3c2)cc1	0.94	-2	-4	1	1	2	6	-3	-1
O=C(O/N=C1\CCCc2ccccc21)c1ccc(F)cc1	0.9	8	-5	0.92	0	-12	10	-4	3

Reformatted with two lines to a compound: entries from further up
Below each SMILES – mIAP act	hIAP inh	beta cell repl	hIAP act	APOBEC3A inh	NLRP3 yeast inh	mIAP inh	APOBEC3G inh	SENP1 FRET inh
Cn1c(=O)c2ccccc2n(CC(=O)NC2CCCCC2)c1=O
 : 0.98	17	2	0.83	-3	-7	2	-3	2
Clc1ccccc1C(c1nnnn1Cc1ccco1)N1CCN(Cc2ccco2)CC1 (stereo not given)
 : 1	12	3	0.88	-2	13	-4	-4	-4
O=[N+]([O-])c1cc(C(F)(F)F)ccc1NC1CCN(Cc2ccccc2)C1 (stereo not given)
 : 0.85	18	-4	0.82	0	31	14	-6	-5
CCOc1ccc(NS(=O)(=O)c2ccc3[nH]cc(C(=O)NCCOC)c(=O)c3c2)cc1
 : 0.94	-2	-4	1	1	2	6	-3	-1

Some of the compounds tested, so the mix of outcomes need not match the whole.
